Source: PubChem (Sanford-Burnham Center for Chemical Genomics)
SENP6 block: blocks the human protease SENP6; Q9GZR1; Recombinant SENP6 catalytic domain, aminoluciferin luminescence; inhibition, % at 10 µM; 1.8% of 330,000 active; AID 2599;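 active = inhibition above about 50% at the single tested dose, limit read from the data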;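 note: plate controls were DMSO wells with enzyme for no effect and DMSO wells lacking enzyme for full effect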
UBC13 inh: blocks human UBC13 polyubiquitin chain formation; P61088; TR-FRET; inhibition, % at 20 µM; 0.47% of 330,000 active; AID 485273; in the data active = inhibition above about 45%, passing the limit was not always enough
Target sequence (P61088 whole entry, looked up): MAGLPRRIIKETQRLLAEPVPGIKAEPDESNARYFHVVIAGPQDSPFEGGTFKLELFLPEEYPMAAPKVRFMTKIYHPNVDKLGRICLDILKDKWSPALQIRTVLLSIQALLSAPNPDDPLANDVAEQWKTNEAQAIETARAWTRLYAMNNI
SENP1 FRET inh: inhibitors of human SENP1 SUMO protease catalytic domain; Q9P0U3; 0.21% of 360,000 active; recombinant SENP1 catalytic domain, CyPet-SUMO1-YPet FRET cleavage; AID 624204; inhibition, % at 10 µM;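 active = inhibition at least 30% at 10 µM, raw YFP signal under a set limit, fluorescence ratio 0.5 to 1.5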;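 note: 0% = enzyme with DMSO and 100% = no enzyme wells; some results filed as inactive read as strong as hits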
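Controls: no-enzyme wells low, DMSO-plus-enzyme wells high control. Test system: human recombinant His6-tagged SENP1 catalytic domain enzyme. Reagent: SFCypet-SUMO1-SFYpet FRET protein substrate, 25 nM final. Doses: one dose per compound, 10 µM, 0.5% DMSO. Detection: FRET, CFP and YFP emission. Timing: 50 min reaction at room temperature.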
A3G deaminase: inhibitors of human APOBEC3G DNA deaminase; recombinant A3G, ssDNA deamination FAM/TAMRA fluorescence; inhibition, % at 20 µM; AID 493012; 0.28% of 330,000 active; Q9HC16;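 active = inhibition of at least 40% at 20 µM, with no more than 30% in the related APOBEC3A deaminase screen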;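 note: plate controls were DMSO wells with A3G for no effect and wells lacking A3G enzyme for full effect; some compounds called inactive have numbers as strong as hits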
Target sequence (Q9HC16 whole entry, looked up): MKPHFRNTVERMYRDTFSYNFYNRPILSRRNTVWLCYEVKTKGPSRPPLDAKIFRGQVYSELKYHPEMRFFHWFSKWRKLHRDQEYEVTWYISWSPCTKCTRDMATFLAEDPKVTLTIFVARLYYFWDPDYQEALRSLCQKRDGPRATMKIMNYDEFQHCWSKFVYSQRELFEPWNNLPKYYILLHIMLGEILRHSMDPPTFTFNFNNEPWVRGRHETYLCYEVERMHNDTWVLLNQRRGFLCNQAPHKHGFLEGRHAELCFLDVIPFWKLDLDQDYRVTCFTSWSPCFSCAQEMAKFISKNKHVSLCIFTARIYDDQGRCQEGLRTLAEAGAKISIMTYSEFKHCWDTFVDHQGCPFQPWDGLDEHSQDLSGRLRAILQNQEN
Apaf-1 inh: human Apaf-1 inhibition; O14727; reconstituted apoptosome caspase-3 activity, DEVD-Rh110 fluorescence; inhibition, % at 20 µM; 0.71% of 330,000 active; active = inhibition of at least 40% at 20 µM;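 note: plate controls were DMSO wells for no effect and DEVD-CHO caspase inhibitor wells for full effect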
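System: Apoptosome proteins | Medium: Hepes pH 7.5 with detergent and BSA | Also added: Cytochrome c trigger plus (Z-DEVD)2-Rh110 caspase-3 substrate | Incubation: 30 min compound preincubation, 50 min activation, room temperature | Detection: Rhodamine 110 fluorescence at Ex 480/Em 540 nm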
SENP8 block-1: inhibitors of human SENP8 protease; Q96LD8; purified SENP8, Z-RLRGG-aminoluciferin cleavage, luminescence; inhibition, % at 10 µM; 1.2% of 330,000 active; AID 2540; in the data active = inhibition above about 50%
Target sequence (Q96LD8 whole entry, looked up): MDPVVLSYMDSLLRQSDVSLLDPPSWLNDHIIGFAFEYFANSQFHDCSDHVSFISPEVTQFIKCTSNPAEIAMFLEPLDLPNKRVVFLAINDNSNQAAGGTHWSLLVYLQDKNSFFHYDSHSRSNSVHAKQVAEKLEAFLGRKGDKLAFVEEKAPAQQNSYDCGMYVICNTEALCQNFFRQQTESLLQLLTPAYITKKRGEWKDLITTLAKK
SENP7 block: SENP7 protease inhibition. inhibition, % at 5 µM. recombinant SENP7, Z-RLRGG-aminoluciferin luminescence, 40 min. AID 434973. 1.5% of 330,000 active. Q9BQF6;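 active = inhibition above about 50% at the single test dose, limit read from the data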;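 note: plate controls were DMSO with enzyme for no effect and no enzyme buffer wells for full effect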
Target sequence (Q9BQF6 706-1050 limits assumed): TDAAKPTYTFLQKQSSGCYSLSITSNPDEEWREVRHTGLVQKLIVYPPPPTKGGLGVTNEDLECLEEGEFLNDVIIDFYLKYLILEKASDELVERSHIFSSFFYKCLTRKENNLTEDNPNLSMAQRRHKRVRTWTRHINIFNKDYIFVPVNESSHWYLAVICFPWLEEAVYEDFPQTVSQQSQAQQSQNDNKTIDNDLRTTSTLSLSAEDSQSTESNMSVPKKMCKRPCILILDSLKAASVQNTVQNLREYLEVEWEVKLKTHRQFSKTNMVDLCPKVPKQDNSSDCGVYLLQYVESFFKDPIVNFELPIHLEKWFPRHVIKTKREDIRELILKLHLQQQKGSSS
SENP8 block-2: SENP8 (human) protease inhibition; inhibition, % at 20 µM; 0.64% of 360,000 active; Q96LD8; recombinant SENP8, Nedd8 substrate fluorescence; AID 602440; in the data active = inhibition mostly above about 40%, no sharp cut-off; inactive = mostly below about 27%
* hit, by the source's call; i = inactive.

Preview (two entries):
SMILES	SENP6 block	UBC13 inh	SENP1 FRET inh	A3G deaminase	Apaf-1 inh	SENP8 block-1	SENP7 block	SENP8 block-2
CCOc1ccc(N2C(=O)CC(Sc3ncccn3)C2=O)cc1 (stereo not drawn)	-11	-3	2	-2	9	-1	-8	8
Clc1ccc(OCCN2CCCCC2)cc1Cl	-22	0	0	-8	11	-10	-9	5

This part in full, from the start:
SMILES	SENP6 block	UBC13 inh	SENP1 FRET inh	A3G deaminase	Apaf-1 inh	SENP8 block-1	SENP7 block	SENP8 block-2
CCOc1ccc(N2C(=O)CC(Sc3ncccn3)C2=O)cc1 (stereo not drawn)	-11	-3	2	-2	9	-1	-8	8
Clc1ccc(OCCN2CCCCC2)cc1Cl	-22	0	0	-8	11	-10	-9	5
O=C(CCN1C(=O)C2C3C=CC(C3)C2C1=O)Nc1c(F)cccc1F (stereo not drawn)	-15	3	1	-12	7	-11	14	21
CCc1ccc(NC(=O)CS(=O)CC(=O)N2CCN(c3ccccc3F)CC2)cc1 (stereo not drawn)	-21	2	0	-7	-8	-4	1	10
CSc1ncc(C(=O)Nc2cccc(Cl)c2C)c(C)n1	5	-1	-13	1	5	-2	-6	10
CCC(C)Sc1ccc(-c2nc3ccc(C)cn3c2NCc2ccccc2)cc1OC (stereo not drawn)	0	7	-29	-1	30	0	-7	-494
COc1ccc2c(c1)c(C(=O)N/N=C/c1ccc(O)c(O)c1)c(C)n2C	-21	7	-3	-4	-6	-13	-7	-82
CCOc1ccc(NC(=O)c2ccc(OC)cc2)cc1	-41	6	-1	-5	2	-7	7	24
O=C(CSc1ccsc1[N+](=O)[O-])N1CCN(c2ccc(Cl)cc2)CC1	5	-5	3	3	6	-2	3	11
COC1(OC)N=C(N)C2(C#N)C(c3ccc(C)cc3)C12C#N (stereo not drawn)	-12	-2	0	-2	4	-4	-4	26
Cc1c(C=O)c2ccccn2c1C(=O)c1ccncc1	1	1	3	-10	-6	-2	0	22
O=C(CNS(=O)(=O)c1ccc(Cl)c(C(F)(F)F)c1)NC1CCCCC1	-6	-6	-4	-5	5	-8	0	-9
CCCc1cc(=O)[nH]c2nnc(SCC(=O)NC3CCCCC3)n12	-13	-7	3	-7	-1	-7	12	-3
Cc1cc(C(=O)CN2CCC(C)CC2)c(C)n1-c1ccccc1F	5	2	-3	2	1	-7	-4	29
COC(=O)NCCOc1cc(C)ccc1C	-2	4	1	-1	-2	4	5	15
COCOc1ccc(-c2cc(=O)c3c(O)cc(OCOC)cc3o2)cc1	-2	10	0	-2	6	-3	-10	4
Cc1ccc(S(=O)(=O)NCc2c(-c3ccccc3)c3cc(Cl)ccc3[nH]c2=O)cc1	-2	14	3	1	35	-4	4	-85
Cc1cccc(Oc2ncc(-c3ccc(Cl)cc3)cn2)c1C	-9	-6	-1	-6	26	-7	1	14
C/C(=N\N=C(N)N)c1cccc([N+](=O)[O-])c1	-9	-1	1	3	8	-6	6	9
COc1cccc(NC(=O)CCNS(=O)(=O)c2ccc(Br)s2)c1	-20	-5	0	0	10	-6	-7	12
Cc1ccc(Nc2nc(N)nc(CN3CCN(Cc4ccccc4)CC3)n2)cc1Cl	11	9	0	-9	6	-9	-12	34
COc1ccccc1CNC(=O)COc1cc2c(c3oc(=O)cc(C)c13)CCC(C)(C)O2	-11	24	1	-7	6	-6	1	0
Cc1ccc(NC(=O)Cc2c(Cl)cccc2Cl)cc1S(=O)(=O)N(C)C	-14	-4	-7	-6	12	-6	-8	-4
C[N+](C)(C)CCN(Cc1ccc(Cl)cc1)c1ccccn1	5	-9	2	16	14	-5	-14	-30
CCCN1CCN(C(=O)C(C)n2nc(C)c3sc4ccccc4c3c2=O)CC1 (stereo not drawn)	-2	-16	-2	-4	3	4	3	-8

Pulled by compound from the list above:
SMILES	SENP6 block	UBC13 inh	SENP1 FRET inh	A3G deaminase	Apaf-1 inh	SENP8 block-1	SENP7 block	SENP8 block-2
C/C(=N\N=C(N)N)c1cccc([N+](=O)[O-])c1	-9	-1	1	3	8	-6	6	9
CCCN1CCN(C(=O)C(C)n2nc(C)c3sc4ccccc4c3c2=O)CC1 (stereo not drawn)	-2	-16	-2	-4	3	4	3	-8

Remaining list, next part:
SMILES	SENP6 block	UBC13 inh	SENP1 FRET inh	A3G deaminase	Apaf-1 inh	SENP8 block-1	SENP7 block	SENP8 block-2
CC(C)c1ccc(N(C(=O)c2csnn2)C(C(=O)NC(C)(C)C)c2ccncc2)cc1 (stereo not drawn)	3	-1	2	0	-1	-2	1	13
CN1CCN(S(=O)(=O)c2ccc(N3CCN(S(=O)(=O)c4cccs4)CC3)nc2)CC1	-18	2	1	-3	1	2	-6	-12
CN(C)S(=O)(=O)c1cccc2c1C(=O)c1ccccc1C2=O	2	-28	3	-5	4	-8	-15	11
O=C1CC(NS(=O)(=O)c2ccccc2)CN1c1ccc2c(c1)OCCO2 (stereo not drawn)	-18	7	1	-7	7	3	-7	2
COc1ccc(CCNC(=S)N2CCN(S(=O)(=O)c3ccc(Cl)cc3)CC2)cc1	5	7	0	-7	7	2	-3	10
CCCOc1ccccc1C(=O)N(Cc1cccs1)C1CCS(=O)(=O)C1 (stereo not drawn)	1	6	1	-7	-11	-7	-7	21
COc1ccc(/C=N\N=C2/SC(CC(=O)O)C(=O)N2c2ccc(O)cc2)cc1OC (stereo not drawn)	22	-15	-3	-5	10	-2	8	10
O=C(CSc1nnc(-c2ccccc2)n1-c1ccccc1)c1ccc[nH]1	-8	-9	2	2	1	-2	-1	15
Nc1nc(CN2CCN(Cc3ccccc3)CC2)nc(Nc2ccc3c(c2)OCCO3)n1	-10	3	0	-6	1	-7	-2	19
C=CCN(c1ccccc1)S(=O)(=O)c1cccc2cccnc12	-23	-1	-3	-6	9	-8	-1	8
COc1ccc(NC(=O)COc2cccc3c2CCN(C)C3=O)c(OC)c1	-17	6	2	-4	-1	-3	-9	2
CC1CC(C)CN(C(=O)Cn2c(=O)oc3cc(S(=O)(=O)N4CCCC4)ccc32)C1 (stereo not drawn)	1	3	1	4	-6	-3	-4	8
COc1ccccc1-c1noc2ncnc(Nc3ccc4c(c3)OCO4)c12	-9	1	0	-6	5	-14	-1	-28
CC(Cc1cccs1)NC(=O)NC1CCCCC1 (stereo not drawn)	-6	1	0	0	-18	-4	5	6
CSc1nnc(CCNS(=O)(=O)c2ccccc2Br)n1C	2	6	1	0	-5	-8	2	2
COC(=O)c1c(NC(=O)CC2Nc3cc(C)c(C)cc3NC2=O)sc(C)c1C (stereo not drawn)	-12	-16	-25	1	1	-8	-5	-62
Cc1cccc(OCCN2CCOCC2)c1C	2	-4	-1	-2	1	-2	0	9
COC(=O)c1ccc(NC(=O)C2CC3CCC2C3)cc1 (stereo not drawn)	7	2	1	-4	-16	3	0	9
Clc1ccccc1CN(Cc1ccccc1)c1ncnc2nc[nH]c12	-18	-9	3	-7	17	-9	-7	22
CSc1cccc(CN(C)C(=O)C2CCC(=O)N(CCCN3CCCC3=O)C2)c1 (stereo not drawn)	9	4	0	-5	-9	-16	-2	9
CCC(C)Sc1cccc(-c2nc3cnccn3c2NC2CCCCC2)c1 (stereo not drawn)	-3	20	-31	-3	36	-9	4	i
CCOC(=O)c1c(N)sc(C(=O)N2CCCCCC2)c1C	-10	-3	1	-6	3	-3	1	18
COc1ccc(-c2nc(CCl)cs2)cc1	21	6	2	-9	-5	27	8	-35
Cc1ccc(NC(=O)C2(N(C(=O)Cn3nnnc3N)c3ccc(C)cc3)CCCCC2)cc1	-12	-5	-2	-6	18	-1	-15	16
O=C(C1CCN(C2CCN(Cc3ccc4c(c3)CCO4)CC2)CC1)N1CCOCC1	-5	4	-4	-3	0	4	-2	1

An excerpt from above in order of the A3G deaminase value, high to low:
canonical_smiles	A3G deaminase
O=C(CSc1ccsc1[N+](=O)[O-])N1CCN(c2ccc(Cl)cc2)CC1	3
Cc1ccc(NC(=O)C2(N(C(=O)Cn3nnnc3N)c3ccc(C)cc3)CCCCC2)cc1	-6
COc1ccc(CCNC(=S)N2CCN(S(=O)(=O)c3ccc(Cl)cc3)CC2)cc1	-7

Next compounds
SMILES	SENP6 block	UBC13 inh	SENP1 FRET inh	A3G deaminase	Apaf-1 inh	SENP8 block-1	SENP7 block	SENP8 block-2
CC1=Nc2ncnn2C(c2ccccc2)/C1=N\O (stereo not drawn)	-45	2	1	-11	-14	-6	-2	6
CN(C)Cc1c(C(=O)N/N=C/c2cccs2)nnn1-c1nonc1N	-20	-10	0	-8	4	-8	-6	14
CCNC(=O)CN(c1ccc(OC)c(OC)c1)S(=O)(=O)c1ccccc1	-11	-6	-1	-5	5	-14	-15	36
O=C(NCCc1ccccc1)C1CCCN1C(=O)Nc1ccc(Cl)cc1 (stereo not drawn)	-17	-6	1	-3	10	-6	10	11
CCCCc1ccc(-n2c(Cc3cccs3)n[nH]c2=S)cc1	2	-13	0	-3	17	-2	-5	3
COC(=O)c1ccc(CNC(=O)COC(=O)COc2ccc(OC)cc2)cc1	3	-4	4	-13	12	-17	-10	12
C(#Cc1ccc2c(c1)COc1c3ccccc3nn1-2)c1ccccc1	76*	10	-21	-6	0	74*	61*	-84
Cc1cccc(-n2c(SCC(=O)Nc3cccc(S(=O)(=O)NC4=NCCCCC4)c3)nc3ccccc3c2=O)c1C	-10	5	3	-9	11	-9	-1	16
S=c1[nH]nc(C(c2ccccc2)C2CCCCC2)o1 (stereo not drawn)	-10	20	3	-9	-20	5	8	21
C=CCN(c1nc(C)cc(OC)n1)S(=O)(=O)c1ccc(C)cc1	-13	-2	2	22	7	-11	-16	18
CCCc1nnc(NC(=O)CN2C(=O)c3ccccc3S2(=O)=O)s1	22	-13	0	14	5	6	-1	20
Cc1ccc(Cn2nc3c4cc(F)ccc4n(Cc4ccc(F)cc4)cc-3c2=O)cc1	7	6	6	-5	-1	5	-5	-40
COc1cccc(CNC(=O)CC2C(=O)NCCN2CCCc2ccccc2)c1 (stereo not drawn)	-2	2	-5	2	7	-12	0	-11
CCOC(=O)c1cccc(-n2c(C)cc(C=O)c2C)c1	-7	-9	1	-8	6	-6	-8	6
Cc1c(NC(=O)COC(=O)/C=C/c2ccccc2Br)c(=O)n(-c2ccccc2)n1C	4	12	2	0	6	3	12	-2
Cc1ccc(-c2cc(O)cc3sc(=O)oc23)cc1C	-7	2	2	-7	0	-9	-9	13
CCOc1ccccc1-n1nnnc1SCc1nc2ccccc2s1	3	10	-14	-12	8	-2	0	0
COC(=O)C(C)N(C(=O)c1ccc(Cl)cc1)c1c(C)cccc1C (stereo not drawn)	-12	-15	1	-2	19	-8	-14	12
CN(C)c1ccc(NC(=O)CSc2nnc(-c3cccs3)n2Cc2ccco2)cc1	7	-15	0	-4	12	-4	-13	-2
COc1ccc(NC(=O)c2cc(S(=O)(=O)N3CCCCC3)c[nH]2)cc1Cl	2	11	1	-2	1	2	5	13
COC(=O)c1cccc(Cn2c(Cl)c(/C=N/NC(=O)c3ccccc3Cl)sc2=O)c1	2	3	-5	-12	-37	-9	-2	21
Cc1cccc(NC(=S)NNc2cccc(Cl)c2)c1	-21	-10	1	-5	19	-9	2	-1
COCCN(C(=O)CCC(=O)Nc1cc(C)on1)C(C(=O)NC1CCCC1)c1ccc(C)cc1 (stereo not drawn)	-32	2	1	-6	12	0	0	7
Cc1ccc(S(=O)(=O)N2CCN(C(=O)c3cc4c(C)nn(-c5ccccc5C)c4s3)CC2)cc1	-23	5	0	-4	18	1	7	22
O=C1Nc2ccccc2N(O)N1c1ccc(Cl)cc1	-6	-4	1	-7	-13	-10	-5	-3
Cc1ccc(N(CCC(=O)O)S(=O)(=O)c2cccc(C(F)(F)F)c2)cc1	3	18	-1	-4	-7	5	-1	7
Cc1cc(CNC(=O)CC2C(=O)NCCN2Cc2ccc(-c3ccccc3)cc2)nn1C (stereo not drawn)	-4	-2	-3	10	13	-2	-3	-56
O=C(Nc1ccccc1O)c1ccc(C(=O)c2ccccc2)o1	-12	2	0	-12	-12	-4	-4	8
CC(C)(C)CN1CCNC[C@H]1Cc1ccc(O)cc1	-6	2	2	-11	14	-14	-12	18
